SIAE primary: human SIAE inhibitors, primary screen, biochemical, fluorescence polarization, FP-Rh probe, 1536-well HTS. 370,000 compounds, 0.69% hits. inhibition, % at 9.66 µM. Sialate O-acetylesterase (Homo sapiens), Q9HAT2. SIAE FP-Rh probe binding;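 active = inhibition above a cutoff: mean of compounds within the control limits plus 3 SD of those, cut at about 17% in these data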;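 also: 0% = plate median of compound wells and 100% = probe without SIAE protein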
TCR-CD3 inh: inhibitors of human TCR-CD3 interaction, primary screen, biochemical, fluorescence, TAMRA-labeled TCR probe. T-cell receptor (TCR). inhibition, % at 9.4 µM. 360,000 compounds, 0.37% hits; in the data active = inhibition above about 19%;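 also: recombinant mutant TCR 2C K166C tagged with TAMRA read by polarization; 0% = receptor in buffer alone and 100% = receptor with positive control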
GC-A act: GC-A stimulated cGMP production enhancers – HEK293 GC-A cells, cGMP TR-FRET, EC30 ANP, primary screen. 0% at EC30 ANP, 100% saturating ANP. activation, % at 10 µM. 370,000 compounds, 0.14% hits. AID 1671463, 2021; in the data active = activation above about 40%
rCAG binder: binders of r(CAG) RNA repeats, primary screen, biochemical, fluorescence; r(CAG) RNA repeat, TO-PRO-1 dye displacement fluorescence; inhibition, % at 3 µM; 370,000 compounds, 1.3% hits; AID 651821, 2012;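 active = inhibition above the plate cutoff, the mean of all test compounds on that plate plus 3 SD, cut at about 35% in these data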;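 also: 0% = DMSO alone and 100% = 100 µM mitoxantrone as full dye displacement; higher means more dye released from RNA so lower well fluorescence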
NPR2 activator: human GC-B receptor activators, primary screen, HEK293 GC-B cells, cGMP TR-FRET, EC30 CNP; Atrial natriuretic peptide receptor 2 (Homo sapiens), P20594; 0% at EC30 CNP, 100% saturating CNP; activation, % at 10 µM; 370,000 compounds, 0.11% hits; AID 1920062, 2024;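 active = activation at 10 µM reaching about 35% in either raw or pattern-adjusted values, limit read from the data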
UHRF1 binding: UHRF1 methylated DNA binding inhibitors, primary screen, counter-screen for MBD2 inhibitor project, biochemical, TR-FRET, human UHRF1, single concentration | UHRF1 binding to methylated oligo | AID 687016, 2013 | E3 ubiquitin-protein ligase UHRF1 (Homo sapiens), Q96T88 | inhibition, % at 4.4 µM | 370,000 compounds, 0.75% hits; in the data active = inhibition above about 21%;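 also: UHRF1 SRA domain binding a hemimethylated CpG hairpin DNA probe; 0% = median of test compound wells and 100% = reference inhibitor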
MBD2 DNA inh: inhibitors of MBD2 binding to methylated DNA, primary screen, biochemical, TR-FRET, DNA-binding domain, human; Methyl-CpG-binding domain protein 2 (Homo sapiens), Q9UBB5; MBD2 binding to methylated oligonucleotide; inhibition, % at 4.4 µM; 370,000 compounds, 0.31% hits; in the data active = inhibition above about 13%
HTRA1 inhibitor: HTRA1 serine protease inhibitors, primary screen, biochemical, fluorescence polarization, HTS; recombinant HTRA1, FP-rhodamine activity-based probe; inhibition, % at 5.96 µM; 340,000 compounds, 0.5% hits; AID 504803, 2011; in the data active = inhibition above about 36%;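 also: 0% = enzyme with DMSO and 100% = wells lacking enzyme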
ABHD4 inh: ABHD4 inhibitors, primary screen, biochemical, fluorescence polarization, mouse | purified mABHD4, FP-Rh probe fluorescence polarization | inhibition, % at 8.92 µM | 370,000 compounds, 0.54% hits | AID 720543, 2013;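 active = inhibition exceeding the mean over every tested compound plus 3 SD, cut at about 30% in these data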;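 also: 0% = plate median of compound wells and 100% = S159A mutant with DMSO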
Target sequence (Q8VD66 whole entry, looked up): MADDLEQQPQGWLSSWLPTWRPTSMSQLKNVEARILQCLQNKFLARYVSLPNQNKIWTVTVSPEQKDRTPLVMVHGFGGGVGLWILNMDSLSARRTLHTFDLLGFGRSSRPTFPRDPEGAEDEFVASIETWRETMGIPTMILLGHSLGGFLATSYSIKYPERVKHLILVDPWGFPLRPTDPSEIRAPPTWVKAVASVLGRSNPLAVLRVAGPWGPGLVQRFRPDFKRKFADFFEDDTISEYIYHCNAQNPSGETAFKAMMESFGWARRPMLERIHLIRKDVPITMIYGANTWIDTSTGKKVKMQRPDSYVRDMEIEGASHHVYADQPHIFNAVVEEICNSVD
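Test system: mouse ABHD4 enzyme, wild type. Reagent: FP-Rh fluorescent activity-based probe, added after compound pre-incubation. Timing: pre-incubation 45 min, probe exposure 60 min, at 25 °C. Technique: FP readout, ex 525 nm / em 598 nm. Benchmarks: high control S159A mutant with DMSO, low control median of compound wells.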
PRMT1 inh: PRMT1 methyltransferase inhibitors, primary screen, biochemical, fluorescence polarization | recombinant PRMT1, activity-based probe fluorescence polarization | inhibition, % at 2.79 µM | Protein arginine N-methyltransferase 1 (Homo sapiens), Q99873 | 370,000 compounds, 1.3% hits;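 active = inhibition above about 21% made by adding two undisclosed values, limit read from the data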
Target sequence (Q99873 whole entry, looked up): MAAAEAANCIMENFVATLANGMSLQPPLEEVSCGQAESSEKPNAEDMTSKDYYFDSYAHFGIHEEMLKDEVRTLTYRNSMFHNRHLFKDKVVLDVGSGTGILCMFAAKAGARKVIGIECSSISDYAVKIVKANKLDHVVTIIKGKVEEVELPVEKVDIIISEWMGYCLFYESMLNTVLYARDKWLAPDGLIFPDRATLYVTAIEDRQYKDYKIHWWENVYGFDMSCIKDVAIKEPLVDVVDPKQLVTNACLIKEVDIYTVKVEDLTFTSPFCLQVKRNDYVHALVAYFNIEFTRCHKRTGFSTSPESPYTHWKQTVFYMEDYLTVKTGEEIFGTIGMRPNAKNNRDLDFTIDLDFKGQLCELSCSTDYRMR
* hit, by the source's call; / = no result given.

Values run as follows: SIAE primary	TCR-CD3 inh	GC-A act	rCAG binder	NPR2 activator	UHRF1 binding	MBD2 DNA inh	HTRA1 inhibitor	ABHD4 inh	PRMT1 inh
> COc1ccccc1-n1c(O)c(C=NCc2ccccn2)c2ccccc2c1=O
 : 2	2	2	-4	6	-1	0	7	0	2
> Cc1cccc(NC(=O)c2cnn(-c3ccc(F)cc3)c2C2CCNCC2)c1C
 : 8	0	0	3	0	-2	-2	1	2	-2
> CC1Oc2ccccc2OC1C(=O)Nc1nccs1 (stereo unspecified)
 : -1	-1	-1	-4	-4	2	-2	3	0	-4
> Cc1cc(C(=O)OC(C)C(=O)Nc2nc(-c3ccccc3)cs2)c(C)o1 (stereo unspecified)
 : -16	1	1	7	4	3	0	-29	-16	2
> CCc1ccc(/C=C2/Sc3ccccc3N(CC(=O)NCC3CCCO3)C2=O)cc1 (stereo unspecified)
 : -9	-2	2	2	3	2	3	-12	-15	1
> O=C(NCC(=O)N1CCCCCCC1)c1ccc(Cl)cc1
 : 5	5	0	2	9	0	-2	-2	1	-2
> O=C(O)CC(CC(=O)Nc1ccc(N2CCOCC2)cc1)c1ccccc1 (stereo unspecified)
 : 0	-4	-2	-2	7	-1	-1	5	7	1
> COc1cccc(OC)c1OCCCCCCN1CCN(C)CC1
 : -14	3	2	-4	-8	2	1	3	-6	0
> CCN(CC)CCNCc1ccc(Br)cc1OCC(=O)NCc1ccccc1
 : -1	-2	-20	-6	-4	0	0	3	6	-8
> CCn1c(SCC(=O)NCCc2ccc(OC)c(OC)c2)nc2c([nH]c3ccccc32)c1=O
 : -2	-3	-19	2	-18	1	-3	1	5	-2
> CCN1C(=NCCc2ccccn2)N[C@@H](c2cccc(F)c2)C(C(=O)OC)=C1C
 : 4	-12	-13	-3	-12	-1	-7	1	3	1
> O=c1[nH]c(N2CCN(Cc3ccc4c(c3)OCO4)CC2)nc2c1CCCC2
 : -2	4	2	-5	-3	0	-1	7	-2	-5
> N#Cc1cc(Nc2c(N)nc[nH]c2=O)c([N+](=O)[O-])cc1C#N
 : -8	0	-2	5	6	-4	-9	4	7	7
> N#C/C(=C(/O)c1ccc(Br)s1)c1nc2ccccc2[nH]1
 : 1	3	6	1	-3	-1	-6	3	2	-1
> O=S(=O)(NC1=NCCC1)c1ccc(F)cc1F
 : 2	-2	-1	-1	-1	2	0	4	0	5
> COC(=O)c1cc(OC)ccc1-c1ccc(OC)cc1
 : 6	-4	-2	-7	4	0	0	4	5	-2
> CCOC(=O)c1cn2c(C)cccc2n1
 : 1	5	4	-2	3	-1	-2	2	0	-7
> COc1ccc2nc(-c3ccc(F)cc3)sc2c1
 : -6	-5	1	7	-6	7	9	-12	-11	3
> c1ccc2c(c1)nnn2Cc1nnc2sc(-c3ccc4c(c3)OCCO4)nn12
 : 1	5	2	1	0	-1	-1	5	3	1
> Cc1ccc(/C=N/NC(=O)c2nnn(-c3nonc3N)c2CN(C)C2CCCCC2)cc1
 : -6	6	-4	3	5	0	1	3	4	-1
> CN1CCN(C(=O)C(=O)c2cn(CC(=O)N3CCOCC3)c3ccccc23)CC1
 : 3	8	5	2	0	-1	-4	1	-7	-4
> Cc1ccc(C)c(-n2c(SCC(=O)O)nc3sc4c(c3c2=O)CCCC4)c1
 : -2	1	5	27	0	-2	-4	-11	-4	-2
> NC(=O)c1c(NC(=O)c2ccccc2)sc2c1CCc1ccccc1-2
 : -2	-2	1	5	-6	-5	-6	-4	2	3
> Cc1ccc2c(CN3C(=O)NC(C)(c4ccc5c(c4)OCO5)C3=O)cc(=O)oc2c1 (stereo unspecified)
 : 0	-1	-2	2	3	1	-3	-7	6	-1
> NC(=O)CC(NC(=O)Cc1cccc2ccccc12)c1ccc(NCc2cc(F)ccc2F)c([N+](=O)[O-])c1 (stereo unspecified)
 : -32	1	2	7	0	-2	0	-3	3	0
> CSCCC(N=C(NS(=O)(=O)c1ccc(C)cc1)c1ccccc1)C(=O)O (stereo unspecified)
 : 3	3	0	1	1	-3	1	1	2	-1
> CCc1cccc(CC)c1NC(=O)COC(=O)C1(c2ccc(Cl)cc2)CCCC1
 : 2	2	-42	-1	-16	10	2	-2	4	0
> CC(C)C[C@H]1CN([C@@H](Cc2ccc(O)cc2)CN2CCC[C@@H]2CN2C(=O)C(=O)NC[C@@H]2Cc2ccccc2)C(=O)C(=O)N1CC1CCCCCC1
 : -3	-6	1	5	7	20	2	-15	10	5
> COCc1nnc(NC(=O)c2ccc3c(c2)OCO3)s1
 : 5	-2	2	-1	-1	0	-4	-10	1	1
> CCC(=O)c1ccc(OCC(O)Cn2nc(C)cc2C)cc1 (stereo unspecified)
 : 0	8	4	-3	6	-1	-2	7	-7	-3
> O=C(N/N=C/c1ccc([N+](=O)[O-])o1)c1cn(-c2ccccc2)nc1-c1ccc(Cl)cc1
 : 5	3	-8	8	-10	-2	-1	-5	3	-4
> CCOC(=O)N1CCN(S(=O)(=O)c2ccc(C(=O)N(CCN(C)C)c3nc4c(C)cccc4s3)cc2)CC1
 : 2	-8	-13	-1	-8	7	6	1	-7	2
> O=C(O)[C@H]1Cc2ccccc2CN1S(=O)(=O)c1ccc(F)cc1
 : 0	-3	1	-1	3	1	1	-1	3	4
> O=C(Cc1ccccc1)N/N=C/c1ccc[nH]1
 : 1	-9	4	-3	1	-5	-4	5	-3	7
> CCCCC(=O)Nc1cccc(-c2ccc3nncn3n2)c1
 : 10	2	2	-3	-2	-4	1	5	2	-2
> N#CC1=C(N)N(c2ccc(Br)cc2)C2=C(C(=O)CCC2)C1c1cccnc1 (stereo unspecified)
 : 5	-2	-5	6	-2	0	-1	46*	15	8
> O=C(N/N=C/c1cccc(C(F)(F)F)c1)c1ccc(O)cc1
 : -2	-1	-1	-1	-5	-1	-3	0	-1	0
> CC(=O)N(C)c1ccc(NCc2cc(=O)oc3cc(C)c(O)cc23)cc1
 : 2	3	-2	0	3	-1	-2	-1	0	0
> CN(C)c1ccc(NC(=O)c2ccc3nsnc3c2)cc1
 : 2	4	-4	2	-1	-5	-8	4	1	0
> CCOC(=O)CNCCC(=O)c1ccc(Br)cc1
 : 1	-1	49*	0	-9	6	8	-3	3	17

Some of these compounds in order of the MBD2 DNA inh value, smallest number first:
SMILES | MBD2 DNA inh
CN(C)c1ccc(NC(=O)c2ccc3nsnc3c2)cc1 | -8
COCc1nnc(NC(=O)c2ccc3c(c2)OCO3)s1 | -4
NC(=O)CC(NC(=O)Cc1cccc2ccccc12)c1ccc(NCc2cc(F)ccc2F)c([N+](=O)[O-])c1 (stereo unspecified) | 0

Carrying on:
Values run as follows: SIAE primary	TCR-CD3 inh	GC-A act	rCAG binder	NPR2 activator	UHRF1 binding	MBD2 DNA inh	HTRA1 inhibitor	ABHD4 inh	PRMT1 inh
> COc1ccc(C(=O)NCC(=O)N/N=C/c2cccc(OC(=O)c3ccco3)c2)cc1OC
 : -3	-3	2	0	-1	-1	1	-3	-3	3
> COc1ccc(-c2ccc(C(=O)NCCc3ccccc3)c3occc23)c(C)c1
 : -16	0	-1	4	0	0	-1	/	-24	-5
> CC(Oc1cccc(Cl)c1)C(=O)NCc1ccc(S(N)(=O)=O)cc1 (stereo unspecified)
 : -6	7	-1	3	0	-1	-6	3	3	-1
> O=C(c1cccc(C(F)(F)F)c1)C1CCCN(Cc2ccc(OCCO)cc2)C1 (stereo unspecified)
 : -3	8	2	-8	3	-1	4	-6	3	-3
> Cc1cc(Br)ccc1NC(=O)CN1CCN(c2ccccn2)CC1
 : -1	1	-3	-6	7	4	-1	-1	0	-3
> O=C(O)c1cc(OCc2ccccc2)cc(OCc2ccccc2)c1
 : -1	-1	-4	43*	-4	1	-1	-30	6	3
> O=C(COC(=O)CNC(=O)c1ccc(Br)o1)Nc1ccccc1OC(F)F
 : -1	-4	/	-3	/	7	3	8	1	-3
> N#Cc1ccc(COC(=O)CN2C(=O)NC3(CCCC3)C2=O)cc1
 : -3	1	0	-4	4	2	0	-4	1	-1
> O=C1CC(c2ccncc2)c2cc3c(cc2N1)OCO3 (stereo unspecified)
 : 4	10	0	-2	3	-1	-4	2	4	-3
> C/C(=N\NC(=O)c1ccncc1)c1ccc(N2CCOCC2)cc1
 : -1	0	-3	3	2	-4	-4	3	6	-2
> COc1ccc(OC)c(-c2cc(C(=O)N/N=C/c3cc(OC)c(OC)cc3OC)c3ccccc3n2)c1
 : 10	0	17	3	20	0	0	2	2	-5
> COc1ccc2c(ccc[n+]2CC(=O)c2ccccc2)c1
 : 1	4	3	2	1	-2	2	7	4	-1
> COc1ccc(Cn2nnnc2CN2CCC(c3nc4ccccc4s3)CC2)cc1
 : -1	3	0	1	3	-1	-1	-10	-8	3
> Cc1c(NC(=O)Nc2ccc(Cl)cc2)c(=O)n(-c2ccccc2)n1C
 : -3	0	2	-2	2	-4	1	1	3	-4
> CCOC(=O)c1c(-c2ccccc2)csc1NC(=O)CCN1CCOCC1
 : 7	2	5	-6	4	-2	5	-7	9	0
> COc1ccc(-c2nc3ccccn3c2/N=C/c2ccc(OC)c(OC)c2)cc1O
 : 1	-5	4	0	12	-7	0	0	-1	-3
> COC(=O)C1(C)CC1(c1ccccc1)c1ccccc1 (stereo unspecified)
 : 2	-3	-6	2	-1	1	-3	-3	0	0
> Cc1ccc(-c2nnc3n2N=C(c2ccccc2Br)CS3)cc1
 : -6	5	-5	-4	-9	2	-1	-34	-14	4
> Cc1cn(C(C)C)c(=O)n(-c2ccccc2)c1=O
 : -7	2	-4	3	4	7	9	5	-7	7
> COc1cc(NC(=O)Cn2cnc(S(=O)(=O)N3CCOCC3)c2)cc(OC)c1OC
 : 4	-5	-1	0	-1	3	6	3	-1	2
> NC(Cc1ccc(C(F)(F)F)cc1)c1csc(Nc2ccc(C(=O)NCCCO)cn2)n1 (stereo unspecified)
 : -2	1	1	6	1	-1	0	/	7	1
> Cc1cc(C)cc(NC(=O)c2ccc(NC(=O)C3C4CC5OC(=O)C3C5C4)cc2)c1 (stereo unspecified)
 : 0	5	-3	1	11	-3	3	-16	-8	-1
> O=[N+]([O-])c1cccc2ccc(N3CCOCC3)nc12
 : -4	-7	3	-2	-5	0	-5	0	3	0
> CC(C)(C)OC(=O)N1CCCN(C(=O)Nc2cccc(Cl)c2)CC1
 : 0	-6	-5	-7	-8	0	-4	/	-1	-7
> CC(C)(C)c1ccc(S(=O)(=O)N2CCCCC2C(=O)NCc2ccccn2)cc1 (stereo unspecified)
 : 1	-1	3	-6	2	-1	-2	1	-2	2
> C=CCNC(=S)N1CCC2CC1c1c(Cl)cccc12 (stereo unspecified)
 : 4	4	3	2	1	-4	-6	-3	-1	2
> O=C(COC(=O)c1cccc(OC(F)F)c1)Nc1cccc(S(=O)(=O)N2CCCC2)c1
 : -6	-2	1	8	-7	-1	2	-26	-17	3
> CN(C)c1ccc(CNc2ncnc3sccc23)cc1
 : 10	0	1	5	-2	-1	-1	-7	9	2

High-throughput results as filed in PubChem.

The list is partial (hit frequency here may not be typical).
